# Screening data: PubChem BioAssay, National Center for Advancing Translational Sciences (NCATS)
# Pf Dd2 growth – inhibitors of Plasmodium falciparum Dd2 growth; AID 1347417; P. falciparum Dd2 growth, SYBR Green, 72 h; 4.3% of 120,000 active; Potency, µM (series often up to 28.9 µM), for the others: top-dose activity, negative = inhibition, usual class: inhibitors; active = well fitted inhibition curve with a large enough effect; inconclusive = small, poorly fitted or top-dose-only effect; inactive = no such curve, though single readings can be large or run the other way;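 also: plate controls were DMSO vehicle for no effect and reference drug for full effect; nearly all actives have a fitted effect of over 65% in size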
#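 Infected erythrocytes (Dd2, 0.3% parasitemia, 2.5% hematocrit final) are added to compound in RPMI-1640/Albumax II medium, grown 72 h at 37C in low oxygen, then lysed with saponin/Triton-X containing SYBR Green and read by fluorescence.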
# * marks the source's active call; other numbers are inactive results; i = inactive; u = inconclusive; [ ] = dose if it differs, or a comment. Potency is read from the fitted curve at half-maximal effect. Some of the compounds tested; count on the stated rates, not on these rows.
molecule,Pf Dd2 growth
Cc1ccc(Cl)cc1N1CCN(CCCNc2ncnc3onc(-c4ccc(Cl)cc4)c23)CC1,u
Cc1cccc(C(=O)NC2CCN(c3cc(-c4ccccc4)[nH]n3)C2)c1 (stereo not given),i
CNC(=O)N1CCCC(c2nc(C(C)C)no2)CCNC(=O)CC1 (stereo not given),27%
Cc1ccc(C(=O)N2CCCC(c3nc(C4CCOCC4)no3)C2)cn1 (stereo not given),42%[activator]
CS(=O)(=O)c1cnc(NCCCc2ccccn2)nc1C1CCCNC1 (stereo not given),-2%
Cc1cc(-n2c(C)nc3ccccc3c2=O)ccc1NC(=O)c1ccc([N+](=O)[O-])cc1,i
O=C(c1cccs1)N1CCN(c2cc(C(F)(F)F)ncn2)CC1,15%
CCN(CC)C(=O)CSc1nc2cc3c(cc2c(=O)n1CCCCCC(=O)NCc1ccc(OC)cc1)OCO3,u
COc1ccc(CNC(=O)c2cc(C3CC3)nc3c2c(C)nn3-c2cccc(Cl)c2C)cc1,6%
CCc1ccc(NC(=O)CSc2nc3c(sc4ccccc43)c(=O)n2CCCOC)cc1,i
COC[C@@H]1CN(C(=O)C2CC2)C[C@H]1c1ccncc1,3%
CCOCCc1nn2c(=O)cc(COC(=O)c3ccccc3Br)nc2s1,-24%
COc1ccc(C2CC(=O)N3CN(C4CCCCC4)CSC3=C2C#N)cc1 (stereo not given),u
Cc1nc2c(c(-c3ccc(O)cc3)n1)CN(CC1CC1)CC2,i
CCc1ccc(Nc2cc(C)nc3nc(Cc4ccc(Cl)cc4)nn23)cc1,u
CCC(=O)N1CCc2cc(Br)cc(S(=O)(=O)N3CCN(c4ccc(C)cc4)C(C)C3)c21 (stereo not given),21%
O[C@H]1[C@H](NCC2CCCCC2)[C@H]2CO[C@H](O2)[C@@H]1N1CCC(Cc2ccccc2)CC1,1.4µM*
CCCCOC(=O)c1ccc(-n2nnc3c(sc4nc(C)cc(C)c43)c2=O)cc1,i
CCN1c2cc(C(=O)NC3CCCC3)ccc2C(=O)N2CCCCCC21 (stereo not given),i
CC(=O)NCCCC(=O)N1CCC2(CC1)CN(C(=O)NC(C)C)CCO2,-7%
Cc1ccc(NC(=O)C2CCCN(S(=O)(=O)c3ccccc3)CCC(=O)NCC2)cc1 (stereo not given),33%[activator]
COC1CCOC2(CCN(C(=O)c3cccs3)CC2)C1 (stereo not given),i
CCc1ccc(CN2C(=O)C3(CCOCC3)CC2c2nnnn2C(C)(C)C)cc1 (stereo not given),-22%
CCOc1ccc(C(=O)Nc2ccc(NC(=O)c3ccccc3)cc2)cc1Br,56%[activator]
c1ccc(CN2CCNc3cnc(Nc4ccc(N5CCOCC5)cc4)cc3C2)cc1,u
Cc1ccc(Cl)cc1Nc1nn2c(=O)c3ccc(C(=O)NC4CCC(C)CC4)cc3nc2s1 (stereo not given),-9%
CCOC(=O)c1c(-c2ccc(OC)c(OC)c2)csc1NC(=O)c1ccccc1F,11%
Cc1cccc(OCC(=O)NCc2nnc3c(-c4nc(C(C)C)no4)cccn23)c1,i
COc1cc2nc(NC(=O)c3ccc(S(=O)(=O)N4CCc5ccccc54)cc3)sc2cc1OC,u
Cc1ccc(C)c(CNC(=O)C2(c3ccc(NS(C)(=O)=O)cc3)CCCCC2)c1,-2%
CCNc1cc(N2CCC(CCC(=O)NC(CC)CC)CC2)ncn1,i
Cc1ccc(CN2CC3ON=C(C(=O)O)C3C2)cc1 (stereo not given),12%[44.1 µM]
CCOc1ccc(CNC(=O)c2ccc3nc(CC)c(CC)nc3c2)cc1OC,17%
COc1ccc(-c2cc(C(=O)NCC(F)(F)F)c3c(C4CCNC4)nn(C)c3n2)cc1 (stereo not given),u
COCCNC(=O)Cc1c[nH]c2ncc(-c3cccnc3OC)cc12,-6%[44.1 µM]
COc1ccccc1C(=O)N1CCC2(CC1)CC(N1CCN(C)CC1)CCO2 (stereo not given),24%
C[S+](=O)([O-])N1Cc2ccccc2CC2(CCCCN2CC2CCCC2)C1 (stereo not given),u
COC[C@@H]1CN(S(=O)(=O)c2cccc(OC)c2)C[C@H]1C(N)=O,4%
Cn1cccc1CN1CC[C@@H]2CN(S(C)(=O)=O)[C@@H]2C1,-20%
CCC(=O)N1Cc2ccccc2CC2(CCCN(C)C2)C1 (stereo not given),u

# Entries from the list above containing bromine:
molecule,Pf Dd2 growth
CCOCCc1nn2c(=O)cc(COC(=O)c3ccccc3Br)nc2s1,-24%
CCC(=O)N1CCc2cc(Br)cc(S(=O)(=O)N3CCN(c4ccc(C)cc4)C(C)C3)c21 (stereo not given),21%
CCOc1ccc(C(=O)Nc2ccc(NC(=O)c3ccccc3)cc2)cc1Br,56%[activator]

# Continued:
molecule,Pf Dd2 growth
CNc1cc(C2CC(NC(=O)c3ccc4c(c3)OCC(=O)N4)C2)ncn1 (stereo not given),-16%
Cc1ccccc1C(=O)N1C(C(=O)NCc2ccco2)COC12CCN(C(=O)c1ccco1)CC2 (stereo not given),-16%
Cc1cnc(C)n1CC1CCN(S(=O)(=O)c2cccc(F)c2)CC1,u
Cc1cc(C)n(CC(=O)N2CCC(N3C(=O)C4(CCCCC4)C3c3ccncc3)CC2)n1 (stereo not given),-20%
COc1ccc(NC(=O)Cn2c(=O)n(-c3ccc(F)cc3)c(=O)c3c2cc(C)n3C)cc1OC,4%
COc1ccc(NC(=O)c2nc(SCc3ccccc3F)ncc2Cl)cc1,u
CN(C(=O)c1ccc2c(c1)NC(C)(COCC1CC1)CO2)c1ccccc1 (stereo not given),i
Cc1nccn1-c1ccccc1CNC1CCC2(CCNCC2)CC1,10%
COc1ccc(S(=O)(=O)N[C@H]2C[C@@H](c3nc(-c4ccc(OC(F)(F)F)cc4)no3)N(C)C2)cc1,i
COc1cc2[nH]c(=O)n(CCCCCC(=O)NCCc3ccccc3)c(=O)c2cc1OC,u
CC(=O)c1cc2c(cc1N/C(=N/S(=O)(=O)c1ccc(Cl)cc1)c1ccc(F)cc1)OCO2,-12%
CCc1nc(-c2c3n(c(=O)n(Cc4cccc(C(=O)OC)c4)c2=O)CCCC3)no1,u
CC(C(N)=O)N1CCC(n2nccc2NC(=O)c2ccc3c(c2)OCO3)CC1 (stereo not given),4%
Cn1c([C@H]2CCN(C(=O)COCC(=O)O)C2)nc2ccccc21,-14%[44.1 µM]
COc1ccc(C(=O)OC2=C(C(=O)c3ccccc3)N(C)S(=O)(=O)c3ccccc32)cc1OC,i
COc1ccc(C)cc1-n1nnc(-c2nc(-c3ccccc3Cl)no2)c1N,u
COc1ccc(-c2cn(C3CCN(C(=O)c4ccc(Cl)cc4)CC3)c(=O)[nH]2)cc1,-14%
CN(Cc1ccccc1)C[C@H]1CN2CC[C@H]1C[C@@H]2CNC(=O)c1ccc(C(F)(F)F)cc1,i
CC1=Nc2cc(C(=O)NCCCN(C)C)ccc2Sc2ccc(Cl)cc21,u
O=C(CCC1CC1)N1CCC(c2cc(Cc3ccccc3)[nH]n2)CC1,-21%
O=C1CN([S+](=O)([O-])C2CC2)CCN1[S+](=O)([O-])c1ccc(Cl)nc1,u
CC(=O)N1c2ccccc2C(=O)C1N1CCN(c2cccc(C(F)(F)F)c2)CC1 (stereo not given),u
NC(=O)[C@H](CC1CCCCC1)NC(=O)[C@@H]1CN(S(=O)(=O)c2ccccc2)CCN1S(=O)(=O)c1ccccc1,u
O=C(c1ccc2nc[nH]c2c1)N1CCC(c2nc(-c3ccccc3)no2)C1 (stereo not given),17%[5.79 µM]
O=C1[C@@H]2C[C@@H](CN2C(=O)c2ccc(C(F)(F)F)cc2)Oc2ccccc2N1Cc1ccccc1,i
O=C1C[C@@H]2CCN(C(=O)Nc3ccccc3)C[C@@H]2CCN1CCc1cnc[nH]1,-7%[44.1 µM]
CNC(=O)[C@@H](c1ccccc1F)N1CCC[C@H]1C(=O)NCCN(C)C,-14%[44.1 µM]
Cc1noc([C@@H]2CN(S(=O)(=O)c3ccc4c(c3)OCCO4)C[C@H]2C(N)=O)n1,-9%
COc1ccc2[nH]c(=O)c(CCC(=O)O)cc2c1,28%
CC(C)CC(=O)Nc1nnc(S(=O)(=O)N2c3ccccc3CC2C)s1 (stereo not given),i
COc1ccc(C2Cn3cnc(C(=O)N4CCC(C(=O)Nc5ccccc5OC)CC4)c3CO2)cc1 (stereo not given),10µM*
NC(=O)C1CCCN(CCNc2cc(-c3ccccc3)nc3ccnn23)C1 (stereo not given),-8%
O=C(CCc1ccccc1)NCCC1CCN(C(=O)Nc2ccccc2)CC1,i
CC(=O)Nc1ccc(S(=O)(=O)NC2=NCN(CCO)CN2)cc1,47%[activator]
CN(C)c1ccc(C(=O)N[C@H]2C[C@@H](c3nc(-c4ccc5ccccc5c4)no3)N(C)C2)cc1,-22%
O=C(CC1CCCCC1)N1CCC2(CC1)CC(N1CCN(c3ccccn3)CC1)CCO2 (stereo not given),i
CS(=O)(=O)N(C1CCOCC1)C1CN(C(=O)Cc2c[nH]c3ccccc23)C1,-6%
CC1CCN(C(=O)[C@@H](C)C2CC[C@@]3(C)CC[C@H](NC(=O)c4cncnc4)[C@@H](C)[C@@H]3[C@H]2O)CC1 (stereo not given in full),u
Cc1cnc(C(=O)N2CC(Oc3ccc(-c4nc(-c5ccccc5)no4)cc3)C2)cn1,-15%[5.79 µM]
CCOC(=O)c1c(-c2ccccc2)oc2ccc(NS(=O)(=O)c3ccc(OC)cc3)cc12,u

# Sorted by length of the SMILES (ascending): 4 of the compounds above.
molecule,Pf Dd2 growth
O=C1C[C@@H]2CCN(C(=O)Nc3ccccc3)C[C@@H]2CCN1CCc1cnc[nH]1,-7%[44.1 µM]
CCOC(=O)c1c(-c2ccccc2)oc2ccc(NS(=O)(=O)c3ccc(OC)cc3)cc12,u
O=C1CN([S+](=O)([O-])C2CC2)CCN1[S+](=O)([O-])c1ccc(Cl)nc1,u
CC1CCN(C(=O)[C@@H](C)C2CC[C@@]3(C)CC[C@H](NC(=O)c4cncnc4)[C@@H](C)[C@@H]3[C@H]2O)CC1 (stereo not given in full),u

# New compounds follow.
molecule,Pf Dd2 growth
O=C(Nc1ccccc1Cl)N1CCc2nc3cc[nH]n3c(=O)c2C1,-1%[5.79 µM]
COC(=O)c1ccccc1NC(=O)c1nc(-c2ccc(C)cc2)n2c1CCCCC2,22%
O=C(Nc1cccnc1)N[C@@H]1C[C@H](CO)[C@@H](O)[C@H]1O,16%[44.1 µM]
O=[S+]([O-])(Nc1nncs1)c1ccc2c(c1)OCCN(Cc1cccs1)C2,i
Cc1ncsc1CN1CCC2(CC1)c1[nH]c3ccccc3c1CCN2C,u
COc1ccc(C(=O)N2[C@@H]3CC[C@H]2CC(NC(=O)c2ccc(F)cc2)C3)c(OC)n1 (stereo not given in full),i
CC[C@@]1(O)CCN(C(=O)c2cccc(-c3cccc(OC)c3)c2)C[C@H]1O,u
O=C(COc1ccccc1)NCC(c1ccc(Cl)cc1)N1CCOCC1 (stereo not given),-4%
COc1cccc(-c2nnc(SCC(=O)N(C)c3ccccc3)o2)c1,-2%
COc1ccc(CN2CC3(CCN(C(=O)c4cn[nH]c4-c4ccc(F)cc4)CC3)C2=O)cc1,-2%
CN(CCSc1ccccc1)C(=O)C1CC(=O)N(Cc2ccncc2)C1 (stereo not given),-25%
O=c1cc(N2CCOCC2)oc2c(Nc3cccc(Cl)c3)nccc12,u
CC(C)(C)c1ncc(-c2ccccc2)[nH]1,u
CCC(=O)N1Cc2ccccc2CC2(CCN(Cc3ccncc3)C2)C1 (stereo not given),-24%
COc1ccc(-c2cc(C[C@@H]3CC[C@H](O)[C@@H](CNC(=O)c4ccc5c(c4)OCO5)O3)no2)cc1,-24%
Cc1ccc(N2C(=O)CSC23C(=O)N(Cc2ccccc2F)c2ccccc23)cc1F (stereo not given),i
CN1c2cc(C(=O)Nc3cccc(Cl)c3)ccc2C(=O)N2CCCCC21 (stereo not given),u
Cc1ccc(C(=O)N2CCC(Cc3nc(-c4ccccc4)no3)CC2)cn1,9%
O=C1NCc2ccccc2CC12CCN(Cc1ccc(F)cc1F)CC2,-8%
O=C(C1CC1)N1CCN(c2nc3c(Cl)cccc3s2)CC1,3%
FC(F)(F)c1cccc2c(N3CCOC(C(F)(F)F)C3)ccnc12 (stereo not given),-20%
CCOc1ccc(C(=O)NCC(c2ccc3c(c2)OCO3)N2CCN(C)CC2)cc1 (stereo not given),u
COc1ccccc1NC(=O)CSc1nc2c(oc3ccccc32)c(=O)n1-c1ccc(C)cc1,u
CCCNC(=O)C1COC2(CCN(C(=O)c3cccc(OC)c3)CC2)N1C(=O)c1ccccc1 (stereo not given),-12%
O=C(COc1ccccc1)N[C@H]1[C@H](O)[C@H](O)C[C@@H]1c1ccc(N2CCOCC2)nc1,-6%[44.1 µM]
CCCCN1CC(c2nc3ccccc3n2CCCCOc2ccccc2C)CC1=O (stereo not given),10µM*
CC(=O)N1CCC([C@@H]2CN(Cc3cc(F)c(F)cc3F)C[C@H]2CO)CC1,u
COc1cc(NC(=O)CC(C)S(=O)(=O)c2ccc3c(c2)CCN3C(C)=O)cc(OC)c1OC (stereo not given),-18%
COC[C@]1(O)CCN(C(=O)c2c(F)ccc(OC)c2F)CC1(C)C,-10%
COc1ccc(NC(=O)/C=C\C(=O)N(c2ccc(C(C)C)cc2)C(C(=O)NCc2ccco2)c2ccc(C)cc2)cc1 (stereo not given),10µM*
